All columns: NCI-60 one-dose screen, growth in % after 48 h at 10 µM unless noted; 100 = growth as untreated, 0 = no growth, -100 = all killed.
SK-MEL-2: SK-MEL-2 melanoma. 77,000 compounds, 4.7% hits
MALME-3M: MALME-3M melanoma | 78,000 compounds, 5.8% hits
MDA-MB-435: MDA-MB-435 melanoma; 82,000 compounds, 7.8% hits
M14: M14 melanoma | 80,000 compounds, 6.2% hits | AID 1794745
SK-MEL-5: SK-MEL-5 melanoma; 80,000 compounds, 6.4% hits; AID 1794755
UACC-257: UACC-257 melanoma | 78,000 compounds, 4.4% hits | AID 1794764
SK-MEL-28: SK-MEL-28 melanoma; 81,000 compounds, 4.1% hits
UACC-62: UACC-62 melanoma | 81,000 compounds, 5.4% hits
The depositor's hits bear a star; . = not tested or not shown; & = joins results of further samples; [ ] = another dose, or the depositor's remark. The calls were made as follows: active = growth percent below 10; inactive = the rest.

SMILES	SK-MEL-2	MALME-3M	MDA-MB-435	M14	SK-MEL-5	UACC-257	SK-MEL-28	UACC-62
O=C1C=CC(=O)C(SCC(O)CO)=C1 (centres undefined)	100	101	110	105	105	101	116	102
CNCCNc1nc2ccccc2c2c(=O)c3cc(F)ccc3oc12	100	86	77	87	73	99	85	85
c1ccc(CCc2cccnc2)cc1	105	93	99	116	101	98	100	98
COc1ccccc1/C=C1\Cc2ccccc2C1=O	83	86	98	90	92	81	112	85
Clc1cccc(Cl)c1C(Nc1nc2ccccc2s1)Nc1nc2ccccc2s1	76	123	107	122	88	102	109	96
CC1CCCc2c1nc(N)c(C#N)c2-c1ccc(Cl)cc1 (centres undefined)	85	133	104	104	94	111	107	76
COCCn1cc(-c2nc(-c3ccsc3)cs2)c2cc(Br)ccc21	98	122	94	82	95	.	100	97
O=c1c2c(c(=O)n1O)c1c3ccc[nH]c3nc1c1nc3[nH]cccc3c12	99	84	96	94	86	85	96	63
CCn1cc(-c2[nH]c(=S)ncc2-c2ccc(Cl)cc2)c(-c2ccc(Br)cc2)n1	72	108	85	67	86	85	74	77
NC(=O)c1ccc[n+](Cc2c(Cl)cccc2Cl)c1	102&131	81&139	98&104	90&112	103&108	94&95	115&116	94&114
COCCCNCC(=O)Nc1cccc(Cl)c1C	98	105	111	89	103	110	120	106
CCC(C)NC(=O)CC(C)C (centres undefined)	94	110	105	106	106	97	103	100
C/C(=N\NC(=O)c1sc(=S)n(C)c1N)c1ccco1	103	111	93	108	109	.	111	97
c1ccc(-c2n[nH]c3c2[C@H](c2ccccc2)N(c2ccccc2)OC3)cc1	93	90	93	93	96	97	109	84
O=S(=O)(NCCNc1nccc(-c2c(-c3ccc(F)c(O)c3)nc3occn23)n1)c1ccc(Cl)cc1	42	2.0*	39	27	61	42	40	24
CN(C)C/C=C/C(=O)Nc1cc2c(Nc3cccc(Cl)c3F)ncnc2cc1OCCOC(F)F	70	39	15	67	73	.	78	54
CC1=C([Se]CC(OC(=O)CC[Se]c2ccccc2)C(=O)NC(C)(C)C)C(=O)c2ccccc2C1=O (centres undefined)	9.9*	-57*	-62*	-78*	-97*	-87*	-92*	-76*
CC1Cc2ccccc2O1 (centres undefined)	.	126	124	107	108	112	114	122
COc1ccccc1NCc1ccc(CO)n1-c1ccc(C)cc1	104	98	110	101	100	109	106	84
CCCCC1CCCCN1C(=O)OCC (centres undefined)	101	108	111	101	111	108	104	107
Cc1c(-c2ccccc2)nc2c3ccccc3ncn2c1=O	110	94	102	101	99	115	118	87
CC1(C)CC[C@]2(C(=O)Nc3ccccn3)CC[C@]3(C)C(=CC[C@@H]4[C@@]5(C)CCC(=O)C(C)(C)[C@@H]5CC[C@]43C)[C@@H]2C1	120	109	102	108	102	104	107	97
CC(C)=CCc1c(O)c(CC=C(C)C)c2c(c1O)C(=O)C1=C[C@@H]3C[C@H]4C(C)(C)O[C@@](C/C=C(\C)C(=O)O)(C3=O)[C@@]14O2	-53*	-19*	-5.6*	5.1*	-95*	-38*	-11*	-22*
CC1=C(Cl)C(P(=O)(c2ccccc2)c2ccccc2)CP(=O)(c2ccccc2)C1 (centres undefined)	104	87	108	102	100	86	104	96
CN1C=Nc2c(ncn2C2CCC(CO)O2)C1O (centres undefined)	108	96	111	104	107	103	110	113
CC1=C(C(=O)/C=C/c2c[nH]c3ccccc23)C(c2ccccc2)NC(=S)N1 (centres undefined)	99	98	97	94	98	102	104	84
N=C1SC2C(=NC(=O)NC2c2ccc(O)cc2)N1c1nccs1 (centres undefined)	102	98	122	107	99	97	105	95
Clc1ncnc2c1ncn2C1CCCCO1 (centres undefined)	127	104	106	105	105	111	111	96
COc1ccccc1Cc1sc(NC(C)=O)nc1OC(C)=O	90	99	109	100	104	100	111	99
Cn1c(=O)c2[nH]c(C(O)C(O)C(O)C(O)CO)nc2n(C)c1=O (centres undefined)	104	97	108	105	104	94	100	100
O=c1/c(=C/C(Br)=C/c2ccccc2)sc2nc3ccccc3n12	121	98	103	102	100	100	108	97
COc1ccc(C2(O)CCCCC2)cc1	107	105	107	101	99	99	120	95
COc1ccc2oc3c(C)c4c(c(C)c3c2c1)C(=O)N(Cc1ccccc1)C4=O	105	93	99	93	100	105	103	92
C[C@@H](c1ncncc1F)[C@](O)(Cn1cncn1)c1ccc(F)cc1F	.	114	102	108	106	111	113	106
C=C(C)[C@@H]1CC[C@]2(C(=O)N3CCN(C)CC3)CC[C@]3(C)[C@H](CC[C@@H]4[C@@](C)(CCCN)[C@H](C(=C)C)CC[C@]43C)[C@@H]12	106	123	100	108	96	107	107	99
CC1(C)[C@@H]2CC[C@@]1(C)/C(=N/O)C2	100	120	111	.	114	105	106	108
C#CCn1cnc2cnc(Nc3cccc(NC(=O)CCl)c3)nc21	-14*[6.25 µM]	28[6.25 µM]	-20*[6.25 µM]	-49*[6.25 µM]	-59*[6.25 µM]	1.3*[6.25 µM]	15[6.25 µM]	-23*[6.25 µM]
COC1CC(O)C(O)C(C)O1 (centres undefined)	117	112	104	105	98	94	100	96
CCNc1nnc2n(-c3ccccc3)c(=O)c3cnn(-c4ccccc4)c3n12	72	110	103	100	101	87	118	93
CCCCCCCCOc1ccc(C(=O)c2ccccc2)c(O)c1	107	101	104	99	109	101	101	96
CC(C)(C)c1cc2c(O)c(c1)Cc1cc(C(C)(C)C)cc(c1O)Cc1cc(C(C)(C)C)cc(c1O)Cc1cc(C(C)(C)C)cc(c1O)C2	.	110	99	97	118	92	108	113
COc1ccc(C2=NN(c3cc(Cl)cc(Cl)c3)C(c3cccc(Nc4ccnc5cc(C(F)(F)F)ccc45)c3)C2)cc1 (centres undefined)	98	90	99	89	95	99	98	94
Cn1c(N)c(N=O)c(=O)n(C)c1=S	96	.	109	99	120	105	121	107
C=C1C(=O)O[C@H]2[C@H]1CC/C(COC(=O)c1cnccn1)=C\CC[C@@]1(C)O[C@@H]21	72	85	76	52	97	63	82	84
O=C(CSc1nnnn1-c1ccccc1)c1cc2ccccc2oc1=O	102	104	99	92	93	89	102	97
CC1(C)CC(=O)C(C)(C)c2ccccc21	120	89	107	.	105	79	108	98
CCCCC(CC)CN1C(=O)C2C3C=CC(C3)C2C1=O (centres undefined)	95	99	104	101	99	101	109	94
O=c1[nH]c(N2CCOCC2)nc2scc(-c3ccccc3)c12	82	89	92	99	99	.	110	99
CC(C)CCCC(C)C1CCC2C3CC=C4CC(OC(=O)CCl)CCC4(C)C3CCC12C (centres undefined)	105	119	117	127	98	108	117	112
CCNCc1ccncc1	106	101	96	95	102	96	119	109
CC(C)=CCC[C@](C)(O)[C@H]1CC[C@]2(C)[C@@H]1CC[C@@H]1[C@@]3(C)CC[C@H](OC(=O)CCC(=O)O)C(C)(C)[C@@H]3CC[C@]12C	-13*[100 µM]	10[100 µM]	6.7*[100 µM]	30[100 µM]	-41*[100 µM]	28[100 µM]	-46*[100 µM]	-75*[100 µM]
N#C/C(=C\c1ccc(F)cc1)c1nc2ccccc2s1	96	120	100	101	95	75	113	84
C1CCc2nc3c(nc2C1)CCCC3	140	124	116	.	111	104	108	95
CC1=CC(c2ccc(Cl)cc2)N2C(C)=CSC2=N1 (centres undefined)	115	96	105	105	101	96	110	100
O=C(Nc1ccc(C(=O)CSc2nc3ccccc3[nH]2)cc1)Nc1ccc([N+](=O)[O-])cc1	89	100	81	79	84	110	99	52
COc1cc(-n2c(=O)n(-c3nc4ccc(F)cc4s3)c(=O)c3cccnc32)cc(OC)c1OC	99	111	113	104	104	105	112	99
COC1CCC2CC(C(=O)N3CCC(C(C)C(=O)NCC4CCCCC4)CC3)NC2C1 (centres undefined)	79	88	88	90	63	81	91	51
Fc1ccccc1CNc1nc(SCCN2CCOCC2)nc2c1cnn2CC(Cl)c1ccc(Br)cc1 (centres undefined)	31	-16*	30	29	-76*	8.0*	22	-4.5*
CC(=O)CC(C)C1CCC(C)CC1 (centres undefined)	111	109	105	96	108	92	99	95
CCn1c(Sc2nnc(N)s2)nc2c1c(=O)n(C)c(=O)n2C	106	100	103	105	104	101	108	93

Further records
SMILES	SK-MEL-2	MALME-3M	MDA-MB-435	M14	SK-MEL-5	UACC-257	SK-MEL-28	UACC-62
Cc1ccc(-c2n[nH]c(=O)c3c2sc2ncc(-c4ccc(Br)cc4)n23)cc1	96	91	102	93	94	111	93	91
CO[C@@H]1[C@@H](OC)N(S(=O)(=O)c2ccccc2)C(=O)N1S(=O)(=O)c1ccccc1	93	102	108	91	105	105	112	107
COc1ccc(-c2nc3sc(-c4ccc(OC)cc4)c(-c4ccc(OC)cc4)n3c2/C=C/c2ccc(C(C)C)cc2)cc1	84	.	99	98	100	96	100	87
NC(=S)Nc1ccc2c(c1)Cc1ccccc1-2	90	88	110	100	89	70	103	77
CC(=O)Nc1cc(N)ccc1C	93	105	109	108	96	91	104	90
COc1cc(C(=O)NNC(=O)c2ccc(NC(=O)CCl)cc2)cc(OC)c1OC	81	.	93	83	78	.	87	67
Clc1ccc(Cn2c(CN3CCCC3)nc3ccccc32)cc1	108	105	90	97	66	84	97	71
COc1cc2cc(Oc3ccc(NC(=O)Nc4ccc(Cl)c(C(F)(F)F)c4)cc3)c(C)nc2cc1OCCN(C)C	86	95	83	88	30	74	91	80
CN1C(=O)N(c2ccccc2)C2N=C(N/N=C/c3ccccc3)SC21 (centres undefined)	-3.8*	48	-25*	-19*	5.8*	64	61	44
Brc1c2ccccc2c(Br)c2ccccc12	99	106	102	105	100	108	101	101
O=C(Cn1cc(CSc2nc3ccccc3o2)nn1)Nc1ccc(F)c(Cl)c1	131	104	105	107	102	116	106	93
O=C(c1ccccc1)C1OC1c1ccc([N+](=O)[O-])cc1 (centres undefined)	.	84	39	48	53	68	97	71
C[C@@H](C[C@H](CCOC(=O)N1CCOCC1)c1ccccc1)c1ccc2ccccc2c1	96	96	99	107	98	95	108	81
c1ccc(-c2nn[nH]n2)cc1	110	118	104	102	102	120	100	103
COc1cccc(/C=C2\COc3ccc(-c4ccccc4)cc3C2=O)c1	-46*	101	-26*	24	24	49	-37*	38

11 compounds from above, sorted by length of the SMILES, ascending.
SMILES	SK-MEL-2	MALME-3M	MDA-MB-435	M14	SK-MEL-5	UACC-257	SK-MEL-28	UACC-62
CC(=O)Nc1cc(N)ccc1C	93	105	109	108	96	91	104	90
c1ccc(-c2nn[nH]n2)cc1	110	118	104	102	102	120	100	103
Brc1c2ccccc2c(Br)c2ccccc12	99	106	102	105	100	108	101	101
NC(=S)Nc1ccc2c(c1)Cc1ccccc1-2	90	88	110	100	89	70	103	77
Clc1ccc(Cn2c(CN3CCCC3)nc3ccccc32)cc1	108	105	90	97	66	84	97	71
COc1cccc(/C=C2\COc3ccc(-c4ccccc4)cc3C2=O)c1	-46*	101	-26*	24	24	49	-37*	38
CN1C(=O)N(c2ccccc2)C2N=C(N/N=C/c3ccccc3)SC21 (centres undefined)	-3.8*	48	-25*	-19*	5.8*	64	61	44
COc1cc(C(=O)NNC(=O)c2ccc(NC(=O)CCl)cc2)cc(OC)c1OC	81	.	93	83	78	.	87	67
CO[C@@H]1[C@@H](OC)N(S(=O)(=O)c2ccccc2)C(=O)N1S(=O)(=O)c1ccccc1	93	102	108	91	105	105	112	107
COc1cc2cc(Oc3ccc(NC(=O)Nc4ccc(Cl)c(C(F)(F)F)c4)cc3)c(C)nc2cc1OCCN(C)C	86	95	83	88	30	74	91	80
COc1ccc(-c2nc3sc(-c4ccc(OC)cc4)c(-c4ccc(OC)cc4)n3c2/C=C/c2ccc(C(C)C)cc2)cc1	84	.	99	98	100	96	100	87

The list goes on:
SMILES	SK-MEL-2	MALME-3M	MDA-MB-435	M14	SK-MEL-5	UACC-257	SK-MEL-28	UACC-62
COc1cc2nc(Sc3ncccc3C(=O)O)n(Cc3ccccc3)c(=O)c2cc1OC	103	115	99	108	93	120	99	88
O=C(O)CCC(/C=N/Nc1ccc([N+](=O)[O-])cc1)=N/Nc1ccc([N+](=O)[O-])cc1	107	103	100	103	99	91	108	96
FC(F)(F)c1cc(Nc2ccc3cc(OCCCN4CCOCC4)ccc3n2)ccc1Cl	46	47	35	19	64	49	14	-30*
O=C1c2cccc3cccc(c23)C(=O)N1CCCCN1C(=O)c2ccc3c4c(ccc(c24)C1=O)C(=O)N(CCCCN1C(=O)c2cccc4cccc(c24)C1=O)C3=O	104	298	122	127	96	126	127	102
CCCN1C(=O)/C(=C\C(=O)c2cc3ccccc3oc2=O)c2ccccc21	117	83	107	96	95	118	110	85
CC(C)C1(C)C(=O)N(C)C(=O)N1Br (centres undefined)	93	93	107	97	104	99	106	114
COc1ccc(N)c2c1C(=O)c1ccccc1C2=O	99	88	108	117	.	106	128	94
COc1ccc(-c2cc(NC(=O)Nc3cccc(C)c3)no2)cc1	97	112	105	99	100	111	102	80
CC(C)OC(=O)c1ccc2n1CCc1cnc(Nc3ccccc3)nc1-2	100	91	86	85	80	99	88	72
O=C(C1=CNC(=S)NC1c1ccc(Cl)cc1)c1cc2ccccc2oc1=O (centres undefined)	106	103	105	99	99	98	112	88
O=[N+]([O-])c1ccccc1NC1CCN(Cc2ccccc2)CC1	111	109	104	94	106	110	105	101
CCN(CC)CCOc1ccc(C#N)cc1	.	92	110	100	98	100	107	104
Cc1cn(-c2cccc(C(=O)Nc3cccc(-n4ccc5c(N)ncnc54)c3)c2)cn1	34	91	83	67	54	103	98	63
O=C(Cc1ccc([N+](=O)[O-])cc1)c1ccccc1	100	96	116	101	98	95	111	93
CC1=CNNc2c3ncnc-3ncn21	111	102	111	108	100	109	105	99
NC(=O)SCC(=O)Nc1cccc([N+](=O)[O-])c1	107	.	106	109	98	108	106	97

Screening data from PubChem BioAssay.
